EPAC1 ag – activates human EPAC1 exchange factor; 360,000 tested, 0.073% active; AID 720707; Potency, µM (highest dose often 154 µM), without a hit: top-dose activation, usual class: activators; EPAC1 agonist qHTS, biochemical assay; response scale: 100% = response to 6.5 mM cAMP; note: nearly all actives have a fitted effect of over 60% in size
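Read-out is the fluorescence drop as BODIPY-GDP leaves Rap1B (480 nm excitation, 540 nm emission), recorded every 5 minutes over 30 minutes. Reactions held 100 nM EPAC1, 250 nM Rap1B–BODIPY-GDP and 50 uM GDP, with 6.5 mM cAMP setting full activation.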
EPAC2 antag – EPAC2 (human) antagonism | 360,000 tested, 0.18% active | Potency, µM (titrated, usually from 114 µM), inactives show at the top dose activity, negative = inhibition, actives largely listed as inhibitors | Q8WZA2 | EPAC2 GEF exchange of Rap1B-BODIPY-GDP, fluorescence; note: % is set by controls: 0 for no effect and ±100 for the full control effect; nearly all actives have a fitted effect of over 45% in size; many of its hits are not listed in these tables
Target sequence (Q8WZA2 whole entry, looked up): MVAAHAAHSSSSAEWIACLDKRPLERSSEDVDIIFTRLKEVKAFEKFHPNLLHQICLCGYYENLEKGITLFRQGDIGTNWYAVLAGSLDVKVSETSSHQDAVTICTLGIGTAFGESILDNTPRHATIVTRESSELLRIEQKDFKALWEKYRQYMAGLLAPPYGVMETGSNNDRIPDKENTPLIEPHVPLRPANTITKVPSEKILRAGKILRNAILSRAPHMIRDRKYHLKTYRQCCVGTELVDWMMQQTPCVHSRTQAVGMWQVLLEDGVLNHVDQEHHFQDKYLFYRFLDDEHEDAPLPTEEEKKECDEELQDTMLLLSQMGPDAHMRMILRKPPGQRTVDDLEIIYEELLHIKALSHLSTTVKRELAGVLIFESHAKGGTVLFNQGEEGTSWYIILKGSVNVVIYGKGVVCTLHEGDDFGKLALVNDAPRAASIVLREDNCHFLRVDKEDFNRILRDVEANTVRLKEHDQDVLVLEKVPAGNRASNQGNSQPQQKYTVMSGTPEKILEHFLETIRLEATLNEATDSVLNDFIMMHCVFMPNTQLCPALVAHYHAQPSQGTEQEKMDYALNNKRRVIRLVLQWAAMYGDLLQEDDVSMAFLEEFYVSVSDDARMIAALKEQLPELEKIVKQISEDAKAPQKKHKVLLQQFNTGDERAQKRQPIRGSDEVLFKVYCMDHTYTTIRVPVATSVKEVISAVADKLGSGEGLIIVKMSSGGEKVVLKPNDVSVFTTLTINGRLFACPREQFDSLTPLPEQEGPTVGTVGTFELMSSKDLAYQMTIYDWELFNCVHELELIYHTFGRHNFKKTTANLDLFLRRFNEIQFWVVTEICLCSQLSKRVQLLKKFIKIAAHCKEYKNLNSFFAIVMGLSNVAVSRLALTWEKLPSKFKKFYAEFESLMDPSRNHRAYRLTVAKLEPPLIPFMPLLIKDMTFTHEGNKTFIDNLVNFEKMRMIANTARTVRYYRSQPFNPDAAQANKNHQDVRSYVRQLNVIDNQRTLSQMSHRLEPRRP
EPAC2 agonist – activates human EPAC2 exchange factor | Q8WZA2 | EPAC2 activation, biochemical qHTS; response scale: 100% = 6.5 mM cAMP response | Potency, µM (top dose mostly 154 µM), for the others: at the top dose activation, usual class: activators | 360,000 tested, 0.079% active | AID 720711; note: nearly all actives have a fitted effect of over 50% in size
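Each well held 100 nM EPAC2, 250 nM RAP1B-BODIPY-GDP and 50 uM GDP. Fluorescence, read at 5-min intervals to 30 min, was referenced to a 6.5 mM cAMP positive control.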
aSyn rescue – alpha-synuclein toxicity inhibition in yeast; Yeast expressing alpha-synuclein, growth rescue, BacTiter-Glo, 24 h; Potency, µM (doses to about 46.1 µM), for inactives: at the highest dose growth rescue (activation), most hits filed as activators; 370,000 tested, 0.14% active; AID 652106; note: % of control where 0% means no effect; nearly all actives have a fitted effect of over 65% in size
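Readout is rescue of growth in alpha-synuclein-expressing yeast, so inhibitors of toxicity appear as activators. Growth after 24 hr at 30 deg C in galactose medium is quantified by luminescence.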
FUS suppressor – rescues growth of FUS-expressing yeast; S. cerevisiae FUS-expressing, growth rescue, OD600, 24 h; Potency, µM (titrated, usually from 76.6 µM), without a hit: at the highest dose growth rescue (activation), actives largely listed as activators; 390,000 tested, 0.24% active; AID 1347120;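 note: plate controls were DMSO vehicle for no effect and reference control for full effect; nearly all actives have a fitted effect of over 55% in size; some results filed as inactive show a strong effect at the top dose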
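Steps: raffinose overnight preculture; dilution to OD 0.005 in 2% galactose minimal medium; compound addition (concentration series); 24hr at 30C, 99% humidity; absorbance read at 600 nm.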
TDP-43 yeast inh – rescues yeast growth from TDP-43 toxicity; TDP-43 expressing yeast growth rescue, BacTiter-Glo, 24 h; Potency, µM (series often up to 46.1 µM), for inactives: at the top dose growth rescue (activation), usual class: activators; 410,000 tested, 1.8% active; AID 652104; note: % of control where 0% means no effect; nearly all actives have a fitted effect of over 50% in size
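Yeast cells expressing TDP-43 under galactose induction are exposed to compounds for 24 hr at 30 deg C. BacTiter-Glo luminescence measures growth, so protective compounds score as activators.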
EPAC1 antagonist – antagonists of human EPAC1; EPAC1 GEF assay, Rap1b-BODIPY-GDP exchange fluorescence; O95398; 360,000 tested, 0.14% active; Potency, µM (titrated, usually from 115 µM), for inactives: at the highest dose activity change, negative = inhibition, most hits filed as inhibitors; AID 720709;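 note: plate controls were vehicle for no effect and positive control for full effect; nearly all actives have a fitted effect of over 50% in size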
PTHR1 agonist – agonists of human PTHR1 parathyroid hormone receptor. Q03431. HEK293 GP2 PTHR1 cells, GloSensor cAMP luminescence, 1 h. Potency, µM (top dose mostly 115 µM), inactives show at the highest dose activation, hits mostly activators. 410,000 tested, 0.075% active. AID 743266; note: nearly all actives have a fitted effect of over 55% in size; some results filed as inactive show a strong effect at the top dose; inactives centre near -15; many of its hits are not listed in these tables
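HEK-293-derived GP2 cells expressing PTHR1 and a GloSensor cAMP reporter, 3,000/well, plated overnight, given luciferin plus IBMX (each 0.5 mM as added) for 1 h at 37 °C, then compound for 1 h at 37 °C. Luminescence was read after 15 min at room temperature.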
Numbers without * were called inactive; i = inactive; u = inconclusive; x = not tested or not shown; & = joins results of further samples; [ ] = remark or other dose. Calls come from the whole dose curve; as a rule, active = well fitted curve in the direction sought with a large enough effect; inconclusive = small, poorly fitted or top-dose-only effect, or another doubt; inactive = no such curve, though single readings can be large; an effect the other way counts as inactive or inconclusive. Potency is the fitted concentration of half-maximal effect. Only part of the results is shown; rates above refer to the full screens.

SMILES | EPAC1 ag | EPAC2 antag | EPAC2 agonist | aSyn rescue | FUS suppressor | TDP-43 yeast inh | EPAC1 antagonist | PTHR1 agonist
CCOc1ccc(C(=O)NC2CCN(C(=O)Nc3ccccc3OC)CC2)cc1 | 7% | -3% | 7% | -2% | -1% | 5% | -11% | i
CCN(CC)C1CCN(C(=O)CCc2nnc(CCCCc3ccccc3)o2)C1 (centres undefined) | 7% | 2% | -13% | 0% | 2% | -6%[9.22 µM] | -2% | -14%
O=C(CN1CCOCC1)Nc1scc2c1c(=O)oc1ccccc12 | 6% | -15% | 6% | -2% | 6% | -7% | -6% | i
O=C(O)CSC(=S)N1CCCC1 | 14% | 3% | 3% | 4% | -2% | -5% | -23% | i
Cn1c(CN2CCCCC2)nc2cc(NC(=O)c3ccc(F)cc3)ccc21 | -1% | 15% | -2% | -14% | u | 5% | 8% | i
CC(C)(C)OC(=O)C[C@H]1C/C=C\C[C@@H](CC(=O)N[C@H](CO)Cc2ccccc2)C(=O)N2CCC[C@H]2COC1=O | -4% | 3% | 8% | -3% | 20% | -4% | 10% | i
CCNc1nc(NC(C)(C)C)nc(SCC(N)=O)n1 | 2% | -15% | 5% | 0% | -1% | -6% | -1% | -3%
C=CC[C@@H](CC(=O)N[C@H](CO)Cc1ccccc1)C(=O)N[C@H](COC(=O)[C@H](CC=C)CC(=O)OC(C)(C)C)Cc1c[nH]c2ccccc12 | -33%[inhibitor] | -9% | -10% | -3% | u | 2% | u | -10%
OC(COCCOc1ccc(Br)cc1)CN1CCCCC1 (centres undefined) | 0% | 8% | -1% | 0% | -9% | 10% | -1% | i
CC(C)(C)OC(=O)NCCCCCNC(=O)c1[nH]cnc1C(=O)NC1CCN(C(=O)OC(C)(C)C)CC1 | -18% | -17% | -16% | -7% | u | 15% | -14% | -27%
Cn1nc(C(=O)NCCN2CCOCC2)c2ccccc2c1=O | 8% | 8% | 0% | -3% | 7% | -19% | 0% | i
Cc1ccc(Nc2cc(=O)[nH]c(=O)[nH]2)cc1Cl | 4% | 7% | 7% | -1% | -30% | 2% | -10% | -15%
CC(=O)Nc1cccc(C(=O)OCC(=O)Nc2nnc(-c3ccccc3)o2)c1 | 10% | -3% | -2% | -4% | 37% | 9% | 9% | -21%
O=C(CN1CCC(O)(c2cccc(F)c2)CC1)NCCc1c[nH]c2ccccc12 | -5% | 0% | 9% | 1% | -15% | 6% | u | -17%
O=C(Nc1nccs1)c1cc2c(s1)-c1ccccc1OC2 | -28% | 10% | 0% | -5% | 16% | 15% | -10% | -36%[inhibitor]
COc1ccc(NC(=O)C2(C)CCCN(C(C)=O)C2)cc1F (centres undefined) | -5% | 28% | 7% | 0% | -4% | -9% | 13% | -5%
O=C(CSc1nnc(NC(=O)c2ccc(S(=O)(=O)N3CCOCC3)cc2)s1)Nc1ccccc1C(F)(F)F | -8% | 5% | 0% | -7% | x | 2% | -19% | -27%
COc1cccc(N(C(=O)Cn2nnc(-c3ccc(C)o3)n2)C(C(=O)NC2CCCC2)c2ccncc2)c1 (centres undefined) | 13% | 3% | -3% | 0% | 3% | 8% | -12% | i
Cc1ccccc1-n1c(SCc2cc(=O)n3ccccc3n2)nc2[nH]ncc2c1=O | -1% | -2% | 2% | -1% | 6% | 2% | 2% | -9%[57.5 µM]
CCCNC(=O)C1(C)CCCN(Cc2c(C)nn(-c3ccccc3)c2C)C1 (centres undefined) | -4% | 5% | 6% | -1% | -14% | 23% | -5% | -13%
CCCCN(c1ccccc1)S(=O)(=O)c1cccc(C(=O)O)c1 | 1% | -6% | 4% | 7% | 8% | 17% | 8% | i
CC(=O)c1ccc(S(=O)(=O)N2CCC(NC(=O)c3ccccc3)CC2)cc1 | 11% | 7% | 3% | 4% | -7% | 19% | -2% | -18%
CCC(C)(C)NC(=O)C(c1cccc(OC)c1OC)N(CC(C)C)C(=O)CCC(=O)Nc1cc(C)on1 (centres undefined) | -4% | -3% | 4% | 10% | 26% | -24% | 6% | i
COc1ccc(CCNC(=O)CSc2nnc3ccc(-c4cccnc4)nn23)cc1 | 5% | 6% | 3% | -7% | 0% | -5% | u | -9%
Cc1ccc(C(=O)Cn2nnc3ccccc32)cc1C | 8% | -8% | 6% | 2% | 1% | 12% | -7% | 7%
Cc1ccccc1Nc1nc(N)nc(COC(=O)[C@@H](NC(=O)c2ccco2)C(C)C)n1 | 3% | 3% | 4% | 9% | 12% | -7% | -18% | i
O=C(Cn1nc(-c2ccc(Cl)cc2)ccc1=O)NCC1CCCO1 (centres undefined) | 2% | 4% | -2% | -10% | 16% | 14% | -11% | i
CCCS(=O)(=O)N1CCCC(C(=O)NCCN2CCCCC2C)C1 (centres undefined) | 9% | 1% | 6% | 7% | -25% | -5% | 0% | i
Cc1cc2nnc(SCC(=O)NCc3ccco3)n2c2ccccc12 | -6% | 7% | 8% | -1% | -17% | 12% | -13% | -10%
CCOc1ccc(-c2nc(N)ncc2-c2ccccc2OC)c(O)c1 | 1% | -22% | 12% | 3% | 31% | u | u | -15%
CCOc1cc(N2CCOCC2)c(OCC)cc1NC(=O)CN1C(=O)NC(C)(C2CC2)C1=O (centres undefined) | 3% | 4% | 9% | 0% | -4% | 11% | 5% | -12%
O=C(NC1CCCC1)C(C1CC1)n1c(-c2ccnc3ccccc23)nc2ccccc21 (centres undefined) | -8% | 3% | 3% | -2% | u | 14% | 3% | -13%
COc1cccc(-c2nc(CS(=O)(=O)CC(=O)NCCCc3ccccc3)c(C)o2)c1 | -4% | 9% | 7% | -4% | 29%&-5% | -18%&10% | -6% | -5%
CC(=O)Nc1ccc(S(=O)(=O)NCC2CCC(C(=O)N3CC(C)CC(C)C3)CC2)cc1 (centres undefined) | 3% | -3% | 0% | 1% | 31% | -16% | 10% | -11%
COc1cc(CNC(C)c2ccccc2)cc(Cl)c1OCC(=O)Nc1ccccc1 (centres undefined) | 13% | 9% | 18% | -5% | 3% | -9% | -16% | -30%
CCCCOc1ccc(C(=O)NCC(=O)NCC(c2ccco2)N2CCCCC2)cc1 (centres undefined) | -2% | 21% | 6% | 16% | 19% | -15% | -5% | -9%
CCN(CC)S(=O)(=O)c1ccc2oc(SCC(=O)NC3CC3)nc2c1 | -16% | 5% | -2% | 0% | 12% | 1% | 1% | -13%
COc1ccc(C(=O)NCC(=O)NCC(=O)OCC(=O)C(C)(C)C)cc1 | -5% | 1% | 6% | 1% | x | -14% | -6% | i
CCOC(=O)c1c(S(=O)(=O)Nc2cccc(Cl)c2)c(C)n(C)c1C | -8% | 20% | 8% | -1% | 23% | -9% | 11% | u
O=C(NCC(=O)N1CCCC1)c1ccc(Cl)cc1 | 7% | 1% | 3% | -1% | -14% | 4% | -5% | 5%
CCc1nc2c(OCCC3CCCCC3)cccn2c1N(C)C(=O)c1ccc(C)cc1 | -10% | u | 3% | 10% | 28% | -38%[inhibitor] | -12% | -12%
c1ccc(SCc2nc(-c3cccnc3)no2)cc1 | -14% | -3% | -82%[inhibitor][15.6 µM] | 17% | -2% | 29% | 12% | -14%[57.5 µM]
Cc1nnc(SCC(=O)NNC(=O)c2ccco2)n1-c1cccc(Cl)c1 | 6% | 1% | 6% | -3% | -38% | 12% | -21% | i
NC1=NC[C@H](c2ccccc2)N1CCCCC1CCCCC1 | -2% | -14% | 1% | -35%[inhibitor] | 3% | -8% | 4% | -13%
COc1ccc(S(=O)(=O)N=Nc2c(O)[nH]c3ccccc23)cc1 | -12% | 6% | -1% | -9% | x | 5% | 2% | -15%
Cc1cc(=O)[nH]c(SCc2cn3ccccc3n2)n1 | 7% | -2% | 5% | -5% | 2% | -11% | 9% | -22%
CC(=O)Nc1ccc2c(c1)ncn2-c1ccc(C)cc1 | -2% | 4% | 3% | 0% | -5% | 15% | -12% | -7%
CC1(Cc2ccccc2OC(F)(F)F)C(=O)Nc2ccc(S(=O)(=O)NC3CCCCC3)cc21 (centres undefined) | -23% | -7% | -10% | -11% | 40% | 12% | -23% | -9%
COc1ccc2c(c1)c1c3n2CCN(C)C3=NCC1 | -1% | 0%[57.1 µM] | -19% | -1% | -15% | -13% | -13% | -11%[57.5 µM]
COc1ccc(C(=O)NC2CC3CCCC(C2)N3CC(C)C)cc1OC (centres undefined) | 1% | 6% | -1% | -4% | 9% | 6% | 10% | i
CCN(Cc1ccccc1)C(=O)c1cc2cc(OC)c(OC)cc2[nH]1 | -6% | 0% | -5% | -6% | 13% | 4% | -7% | i
COC(=O)CSc1nc(C)c2ccc(OC)cc2n1 | 7% | -2% | 3% | -2% | 19% | 7% | 1% | -5%[57.5 µM]
COc1ccc(NC(=O)CSc2nnc(CC(=O)Nc3ccc(F)cc3)n2C)cc1 | 9% | -6% | 9% | -4% | -8% | -2% | 2% | i
CCN(CC)C(=O)COC(=O)c1cc(-c2ccco2)nc2ccccc12 | 0% | 1% | 0% | 0% | 20% | 28% | u | i
Cc1cn(CC(=O)NCc2ccccc2)c(=O)[nH]c1=O | 6% | -22% | -1% | -2% | -1% | 13% | 11% | i
CCOC(=O)c1ccc(N=CC2=C(O)CC(C)(C)CC2=O)cc1 | -2% | -4% | -11% | 14% | -6% | 14% | 0% | i
CCCCNC(=O)C[C@@H]1C[C@@]2(C(=O)OC)CCCCC=C2N(Cc2ccccc2)C1=O | -2% | 3% | 8% | u | 26% | 0% | 15% | i

Some of the entries above in a different format.
compound	EPAC1 ag	EPAC2 antag	EPAC2 agonist	aSyn rescue	FUS suppressor	TDP-43 yeast inh	EPAC1 antagonist	PTHR1 agonist
CC1(Cc2ccccc2OC(F)(F)F)C(=O)Nc2ccc(S(=O)(=O)NC3CCCCC3)cc21 (centres undefined)	-23%	-7%	-10%	-11%	40%	12%	-23%	-9%
Cc1cn(CC(=O)NCc2ccccc2)c(=O)[nH]c1=O	6%	-22%	-1%	-2%	-1%	13%	11%	i
CCN(Cc1ccccc1)C(=O)c1cc2cc(OC)c(OC)cc2[nH]1	-6%	0%	-5%	-6%	13%	4%	-7%	i
CCN(CC)C(=O)COC(=O)c1cc(-c2ccco2)nc2ccccc12	0%	1%	0%	0%	20%	28%	u	i

Screening data deposited in PubChem by National Center for Advancing Translational Sciences (NCATS).
